HepG2 tox: kills HepG2 cells in TGF-b inhibitor counter-screen. HepG2 CAGA-GFP viability, ATP luminescence, 18 h. Potency, µM (titrated, usually from 46.1 µM), for inactives: at the highest dose activity change, negative = cytotoxicity, usual class: cytotoxic. actives 0.76% (n = 410,000); note: potency is the fitted concentration of half-maximal effect; some results filed as inactive show a strong effect at the top dose
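HepG2 CAGA-GFP cells (1000/well, DMEM with 1% FBS) received compound, then TGF-beta at 500 pg/mL final, and were incubated 18 hours at 37 degrees C. Viability was read by CellTiter-Glo luminescence. Media-only wells were set as complete cell-killing and DMSO as no toxicity.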
CCT chaperon mod: modulators of cytosolic chaperonin (CCT/TRiC) activity. purified chaperonin ATPase assay, HTRF ADP detection, 30 min. activity change, % (concentration not given with the values), hits read low. AID 651819. actives 0.3% (n = 360,000); in the data active = activity change below about -30%; note: % is set by controls: 0 for no effect and ±100 for the full control effect
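Enzyme 40 or 20 nM (batch-dependent) in Tris pH 7.4/KCl/MgCl2/DTT; cpd 76 uM single point; ATP 10 uM; 30 min 37 °C; Transcreener ADP HTRF detection, 30 min RT; ratio 665/615.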
A549 tox: A549 cytotoxicity, counter-screen for Nrf2 inhibitors; A549 ARE-Fluc cells, CellTiter-Fluor viability, 18-24 h; Potency, µM (top dose mostly 46 µM), for inactives: at the highest dose activity change, negative = cytotoxicity, hits mostly inhibitors; actives 0.16% (n = 390,000); note: potency is the fitted concentration of half-maximal effect; % is set by controls: 0 for no effect and ±100 for the full control effect
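A549 ARE-Fluc cells in 5% FBS OPTI-MEM, 5000 cells/well, rested 2 h then exposed to compounds in concentration-response for 18-24 h at 37 °C. Viability by CellTiter-Fluor fluorescence (Ex 405/Em 525) after 30 min; luciferase luminescence (BugLite, 15 min, RT) read afterwards.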
Akt phos inh: inhibitors of Akt phosphorylation; Neuro2A IGF-stimulated pAkt S473 HTRF, 20 min; active compounds read low; activity change, % for hits at 50 µM; actives 0.32% (n = 360,000); AID 651550; in the data active = activity change below about -80%; inconclusive = mostly about -51% to -80%; note: % is set by controls: 0 for no effect and ±100 for the full control effect
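Single-point screen (50 µM final compound) in Neuro2A cells stimulated 20 min with 6 nM IGF at 37 deg C. After lysis, Ser473-phosphorylated Akt read by HTRF (ex 330 nm, em 615/665 nm) as the 665/615 ratio.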
TGFb inhibitor: inhibitors of TGF-b signaling | HepG2 CAGA-GFP TGF-b/SMAD3 reporter, GFP fluorescence, 18 h; TGF-beta stimulated, 500 pg/mL final | Potency, µM (doses to about 46.1 µM), inactives show at the top dose activity, negative = inhibition, most hits filed as inhibitors | actives 1.2% (n = 410,000) | AID 588855; note: potency is the fitted concentration of half-maximal effect; % is set by controls: 0 for no effect and ±100 for the full control effect; nearly all actives have a fitted effect of over 65% in size
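Read-out: total well GFP (ex488/em500-530) summed from mean per-cell fluorescence. Cells: HEPG2 CAGA-GFP, 1% FBS DMEM, 18 h at 37 degrees C with 500 pg/mL final TGF-beta. Unstimulated wells served as the full-inhibition control; stimulated DMSO wells = 0%.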
ATXN viability: reduces viability in counter-screen for ATXN expression inhibitors; actives 0.49% (n = 400,000); S2 cells (HEK-293 line with an ATXN2-luciferase reporter) viability, CellTiter-Fluor protease fluorescence, 24 h; Potency, µM (titrated, usually from 56.7 µM), hits mostly cytotoxic; note: potency is the fitted concentration of half-maximal effect; nearly all actives have a fitted effect of over 40% in size
MmCpn inh: M. maripaludis TRiC chaperonin inhibition | actives 0.031% (n = 330,000) | Potency, µM (top dose mostly 76.9 µM), for inactives: at the top dose activity, negative = inhibition, actives largely listed as inhibitors | purified Mm-Cpn ATPase, ADP Transcreener TR-FRET; note: potency is the fitted concentration of half-maximal effect; % is set by controls: 0 for no effect and ±100 for the full control effect; nearly all actives have a fitted effect of over 80% in size
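Compound-treated chaperonin, 25 nM final, turns over 10 uM ATP at 37°C for 30 min following a 10 min preincubation; ADP generated competes with ADP-d2 for Eu-cryptate antibody, lowering FRET.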
Nrf2 block: inhibitors of Nrf2 signaling | actives 2.1% (n = 360,000) | Potency, µM (doses to about 46 µM), without a hit: at the top dose activity change, negative = inhibition, usual class: inhibitors | A549 ARE-Fluc reporter, luciferase luminescence, 18-24 h; note: potency is the fitted concentration of half-maximal effect; % is set by controls: 0 for no effect and ±100 for the full control effect; nearly all actives have a fitted effect of over 60% in size
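Concentration-response testing used A549 ARE_Fluc cells at 5000 cells/well. Following an 18-24 h compound incubation, viability was read by fluorescence (Ex 405/Em 525) and luciferase output by luminescence.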
Nrf2 activator: Nrf2 pathway activation. AREc32 ARE-luciferase reporter (MCF7-derived line), luminescence, 24 h. Potency, µM (doses to about 46.1 µM), for inactives: at the top dose activation, hits mostly activators. actives 0.31% (n = 410,000). AID 624171; note: potency is the fitted concentration of half-maximal effect; % of control where 0% means no effect; nearly all actives have a fitted effect of over 65% in size
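Cells of the AREc32 ARE-luciferase line are plated in OPTI-MEM containing 5% FBS and left overnight at 37 deg C. Compounds are pinned in, incubation continues 24 hr, and firefly luciferase signal is then measured.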
Starred values were filed as active, the others as inactive; i = inactive; u = inconclusive; x = not tested or not shown; [ ] = remark or other dose. Unless noted, calls come from the whole dose curve; as a rule, active = well fitted curve in the direction sought with a large enough effect; inconclusive = small, poorly fitted or top-dose-only effect, or another doubt; inactive = no such curve, though single readings can be large; an effect the other way counts as inactive or inconclusive.

SMILES | HepG2 tox | CCT chaperon mod | A549 tox | Akt phos inh | TGFb inhibitor | ATXN viability | MmCpn inh | Nrf2 block | Nrf2 activator
Cc1ccc2nc(NC(=O)CSc3nc4c(c(=O)n3C)SC(C)C4)sc2c1 (stereo unspecified) | -14% | -0.5 | -17% | i | 9% | i | -10% | u | 0.4%
C[C@H](c1ccccc1)N1C[C@@H](COCc2ccccc2)Oc2cc(N3CC[C@H](O)C3)ccc2S1(=O)=O | x | 0.2 | x | i | x | u | x | x | 5.6%
O=S(=O)(CCc1nc2ccccc2[nH]1)c1ccc(Br)cc1 | -1% | 0.4 | 6% | i | 1% | i | 1% | u | 2.9%
Cc1cc(C)c(NC(=O)C2CCCO2)c(C)c1 (stereo unspecified) | 10% | 3.5 | -3% | i | 6% | i | x | 16% | -0.4%
O=C(CSc1nnc(NC(=O)C2CC(=O)N(c3ccccc3)C2)s1)NCC1CCCO1 (stereo unspecified) | 4% | -1.9 | -4% | i | u | i | 0% | 13% | -0.1%
CCCCN(CC)C(=O)c1cccc(Cl)c1 | 7% | -5.5 | u | i | -12% | i | 0% | u | 0.5%
COc1ccc(-c2csc(/C(C#N)=C/Nc3ccc4c(c3)OCCO4)n2)cc1 | 6% | -1.4 | -2% | i | 22% | i | -10% | u | -0.7%
CCOc1ccccc1NC(=O)CN(c1ccc(Cl)cc1)S(C)(=O)=O | 9% | -0.9 | 3% | i | -16% | i | -4% | -12% | 0.2%
CCOc1cccc(NC(=O)C2CC(=O)N(c3ccc(F)cc3)C2)c1 (stereo unspecified) | -2% | 1.1 | 1% | i | 4% | i | 1% | -6% | -1.1%
Cc1c(C(C)(C)O)[nH]c2cc(C(F)(F)F)ccc12 | -12% | -1.2 | -2% | i | -5% | i | 1% | -20% | 5.5%
COc1ccc2nc(C)cc(N/N=C/c3cccc(OC)c3O)c2c1 | -101% | -3.0 | -3% | i | u | x | -1% | -5% | 6.6%
C=CCn1c(SCCN)nnc1-c1cccc(S(=O)(=O)N2CCOCC2)c1 | 4% | -1.4 | -2% | i | u | i | x | -5% | -1.4%
O=C(CC1CCOCC1)Nc1ccc(Cl)c(Cl)c1 | -7% | 1.6 | 3% | i | 12% | i | -1% | 29% | 3.9%
O=C(CSc1nc2ncccc2[nH]1)c1cccc([N+](=O)[O-])c1 | 21% | -2.6 | 0% | i | 0% | i | 0% | -23% | 0.3%
COc1ccc(S(=O)(=O)c2ccc(OCC3CO3)cc2)cc1 (stereo unspecified) | 3% | 3.7 | 4% | i | 5% | i | -2% | 1% | 0.2%
c1ccc(NC2=Nc3ccccc3CS2)cc1 | -27% | -2.9 | -1% | i | 0% | i | 1% | u | 6.5%
O=C(NC(NNc1ccc([N+](=O)[O-])cc1)(C(F)(F)F)C(F)(F)F)c1ccccc1Cl | -22% | -2.4 | u | i | u | i | 0% | -20% | 7.5%
Cc1c(O)c(=O)c2ccccc2n1C | -11% | -0.7 | -4% | i | -20% | i | u | -6% | 0.7%
O=c1cc(-c2ccco2)nc(-c2cccs2)o1 | 1% | -0.7 | -4% | x | 10% | i | 2% | 8% | -1.5%
O=C(COC(=O)c1ccc2ncsc2c1)NCc1ccccc1Cl | -16% | -1.3 | -2% | i | -12% | i | -8% | 24% | -0.4%
O=C(CCNC(=O)C1CCN(S(=O)(=O)c2ccccc2)CC1)Nc1cccc(C(F)(F)F)c1 | -19% | -0.6 | 0% | i | 0% | i | 1% | 11% | -0.2%
CCOc1ccccc1NC(=O)CSc1ccc2nnc(-c3cccnc3)n2n1 | -1% | -0.2 | 1% | i | 15% | i | -3% | u | 0.2%
COC(=O)c1ccccc1NC(=O)Oc1ccc(C(C)C)cc1 | -40% | 1.2 | -7% | i | -24% | i | 2% | 7% | -0.4%
Clc1cccc(C2Nc3cccc4cccc(c34)N2)c1Cl | -15% | -1.9 | -1% | i | 3% | i | -7% | 12% | 11%[9.22 µM]
O=C1NCCCCC1NS(=O)(=O)c1cccc(C(F)(F)F)c1 (stereo unspecified) | -4% | 1.8 | 0% | i | 11% | i | 0% | -10% | -0.5%
N#Cc1nc(-c2ccccc2F)oc1NCCN1CCOCC1 | 2% | -0.4 | 6% | i | 10% | i | -3% | 4% | 4.7%
CC(=O)Nc1cccc(N(C(=O)C2COc3ccccc3O2)C(C(=O)NC2CCCCC2)c2cn(C)nc2C)c1 (stereo unspecified) | -20% | -0.4 | -2% | i | -11% | i | 1% | 0% | -0.1%
Cc1cc(C)n(-c2nnc3n2N=C(c2ccccc2)CS3)n1 | -1% | -0.2 | 2% | i | 2% | i | 1% | -5% | 0.1%
Cc1ccccc1C(=O)Nc1c(C(=O)N(CCN(C)C)Cc2ccco2)oc2ccccc12 | -46% | 1.0 | -18% | i | -19% | u | -2% | -5% | 3.8%
COc1ccc(C(=O)NCCS(=O)(=O)NCc2ccc(C)cc2)cc1 | -15% | 1.5 | 2% | i | 1% | u | 2% | 14% | 0.4%

Of the compounds above, these contain an aryl methoxy group:
SMILES | HepG2 tox | CCT chaperon mod | A549 tox | Akt phos inh | TGFb inhibitor | ATXN viability | MmCpn inh | Nrf2 block | Nrf2 activator
COc1ccc(-c2csc(/C(C#N)=C/Nc3ccc4c(c3)OCCO4)n2)cc1 | 6% | -1.4 | -2% | i | 22% | i | -10% | u | -0.7%
COc1ccc2nc(C)cc(N/N=C/c3cccc(OC)c3O)c2c1 | -101% | -3.0 | -3% | i | u | x | -1% | -5% | 6.6%
COc1ccc(S(=O)(=O)c2ccc(OCC3CO3)cc2)cc1 (stereo unspecified) | 3% | 3.7 | 4% | i | 5% | i | -2% | 1% | 0.2%
COc1ccc(C(=O)NCCS(=O)(=O)NCc2ccc(C)cc2)cc1 | -15% | 1.5 | 2% | i | 1% | u | 2% | 14% | 0.4%

Further structures:
SMILES | HepG2 tox | CCT chaperon mod | A549 tox | Akt phos inh | TGFb inhibitor | ATXN viability | MmCpn inh | Nrf2 block | Nrf2 activator
CN(C)CCCN(C(=O)c1ccc(S(=O)(=O)N2CCc3ccccc3C2)cc1)c1nc2c(F)cc(F)cc2s1 | -27% | 0.9 | 0% | i | -22% | i | 1% | 11% | 3.2%
Cn1c(CC(=O)Nc2ccccc2)nnc1SCC(=O)c1ccccc1 | 19% | -1.6 | 1% | i | -12% | i | 2% | x | 0.0%
COc1ccc(C(=O)Cc2ccccc2C(=O)O)cc1 | -5% | -2.5 | -4% | i | 2% | i | x | u | 9.2%
C[N+](C)(C)CCN1CCc2ccccc21 | x | 0.9 | x | i | x | i | x | x | -0.1%
CCOCCCNC(=O)C(NC(=O)c1ccc(=O)[nH]c1)c1ccccc1 (stereo unspecified) | -1% | -0.1 | 4% | i | 31% | i | 1% | x | -0.4%
COc1ccccc1CNCC(=O)Nc1ccccc1-n1cccc1 | -7% | -0.1 | 5% | i | -16% | i | -1% | 0% | 0.5%
COC(=O)c1ccc(C)c(NS(=O)(=O)c2ccc(NC(C)=O)cc2)c1 | -4% | 1.1 | -10% | x | 4% | i | -1% | u | -0.7%
Cc1csc(=O)n1CCC(=O)OCC(=O)Nc1ccc(C(N)=O)cc1 | -11% | -3.3 | -2% | i | -2% | i | 1% | 2% | -0.7%
O=C(O)c1ccccc1C(=O)OCC1CCC(=NO)CC1 (stereo unspecified) | 1% | -0.3 | x | i | 0% | i | x | x | -0.3%
Cc1nc(-c2ccc(C(=O)O)cc2)cs1 | 2% | 2.1 | -9% | i | -27% | i | 0% | -20% | 0.4%
COc1ccc(NC(=S)N2CCCC2c2ccc(OC)c(OC)c2)cc1 (stereo unspecified) | -47% | 0.2 | 1% | i | -14% | i | 1% | -20% | 0.1%
CCOc1cccc(CN2CCN(CCc3ccccc3)C(CCO)C2)c1O (stereo unspecified) | 2% | 1.7 | 17% | i | -11% | i | 1% | 3% | 4.3%
CCCCNC(=S)N(CCCO)Cc1cc2cc3c(cc2[nH]c1=O)OCCO3 | -1% | -0.4 | -3% | i | -3% | i | -3% | 3% | 0.2%
O=C(CN1CCN(c2ncc(C(F)(F)F)cc2Cl)CC1)NCCNc1ncc(C(F)(F)F)cc1Cl | 8% | -1.6 | u | i | 5% | i | -1% | 15µM* | 0.2%
C/C(=N\NC(=O)c1cccc(F)c1)c1ccc(Br)s1 | -20% | 0.1 | -28% | i | 4% | u | -4% | u | 0.2%
CCOC(=O)C1CCN(C(=O)CN2C(=O)NC(C)(c3ccc4cc(OC)ccc4c3)C2=O)CC1 (stereo unspecified) | 13% | -1.4 | -3% | i | 16% | i | 1% | -4% | 4.9%
CS(=O)(=O)Nc1ccc(C(=O)Nc2ccc3c(c2)OCO3)cc1 | 1% | -0.5 | 1% | i | -2% | i | -3% | 2% | 1.6%
COc1ccc(C(=O)c2cc3cccc(OC)c3o2)cc1 | -5% | 3.1 | 2% | i | 0% | i | -5% | u | 14%
COc1ccc(C(=O)NCCc2c[nH]c3ccccc23)cc1OC | -11% | -7.4 | 7% | i | -6% | i | 2% | u | 2.1%
CCOC(=O)CNC(=O)c1cc(-c2ccc3c(c2)OCCO3)oc1C | -2% | -2.2 | 3% | i | -8% | i | -1% | 22% | 7.6%
CN1C(=O)CC(Sc2ccccc2C(=O)O)C1=O (stereo unspecified) | -2% | 0.6 | -1% | i | -7% | i | -1% | -19% | 0.1%
Cc1cnc(-c2nnc(N(C)C(=O)C3CCCO3)s2)cn1 (stereo unspecified) | -19% | -0.5 | -1% | i | -9% | i | -2% | 27% | -0.4%
Cc1cc(C)n(C(=O)C(C(=O)c2ccccc2)C(C)C)n1 (stereo unspecified) | 40% | -1.7 | 0% | i | 16% | i | -3% | 0% | -0.2%

Bioassay records as filed in PubChem BioAssay.
